MmCpn inh – M. maripaludis TRiC chaperonin inhibition. purified Mm-Cpn ATPase, ADP Transcreener TR-FRET. Potency, µM (highest dose often 76.9 µM), for the others: at the highest dose activity, negative = inhibition, hits mostly inhibitors. hit rate 0.031% among 330,000; note: potency is the fitted concentration of half-maximal effect; % is set by controls: 0 for no effect and ±100 for the full control effect; nearly all actives have a fitted effect of over 80% in size
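Eu-cryptate anti-ADP/ADP-d2 competition gives a ratio inversely related to ADP. Enzyme at 25 nM was pre-exposed to compound for 10 min, then given 10 uM ATP for 30 min, 37°C throughout.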
aSyn yeast inh – inhibitors of alpha-synuclein toxicity in yeast; Yeast expressing alpha-synuclein, growth rescue, BacTiter-Glo, 24 h; Potency, µM (series often up to 46.1 µM), for inactives: at the top dose growth rescue (activation), usual class: activators; hit rate 0.14% among 370,000; note: potency is the fitted concentration of half-maximal effect; % of control where 0% means no effect; nearly all actives have a fitted effect of over 65% in size
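Readout is rescue of growth in alpha-synuclein-expressing yeast, so inhibitors of toxicity appear as activators. Growth after 24 hr at 30 deg C in galactose medium is quantified by luminescence.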
PTHR1 agonist – PTHR1 (human) receptor agonism | HEK293 GP2 PTHR1 cells, GloSensor cAMP luminescence, 1 h | Potency, µM (series often up to 115 µM), without a hit: at the highest dose activation, actives largely listed as activators | hit rate 0.075% among 410,000; note: potency is the fitted concentration of half-maximal effect; nearly all actives have a fitted effect of over 55% in size; some results filed as inactive show a strong effect at the top dose; inactives centre near -15; many of its hits are not listed in these tables
Target sequence (Q03431 whole entry, looked up): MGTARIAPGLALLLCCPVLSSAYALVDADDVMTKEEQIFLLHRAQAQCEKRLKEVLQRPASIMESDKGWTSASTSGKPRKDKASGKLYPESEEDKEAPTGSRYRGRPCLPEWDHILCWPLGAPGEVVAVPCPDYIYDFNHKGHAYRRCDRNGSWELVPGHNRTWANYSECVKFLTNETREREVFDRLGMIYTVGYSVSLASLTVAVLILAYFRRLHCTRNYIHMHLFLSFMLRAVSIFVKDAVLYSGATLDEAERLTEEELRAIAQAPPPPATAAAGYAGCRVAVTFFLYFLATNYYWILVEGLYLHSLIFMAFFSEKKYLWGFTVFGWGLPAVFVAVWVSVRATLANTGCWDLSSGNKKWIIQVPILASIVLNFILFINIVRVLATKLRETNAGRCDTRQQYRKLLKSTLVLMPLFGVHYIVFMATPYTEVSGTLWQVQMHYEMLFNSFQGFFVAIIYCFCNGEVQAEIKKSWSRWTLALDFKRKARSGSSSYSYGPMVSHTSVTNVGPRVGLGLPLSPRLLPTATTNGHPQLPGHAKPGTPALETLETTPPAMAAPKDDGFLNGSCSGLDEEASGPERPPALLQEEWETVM
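HEK-293-derived GP2 cells expressing PTHR1 and a GloSensor cAMP reporter, 3,000/well, plated overnight, given luciferin plus IBMX (each 0.5 mM as added) for 1 h at 37 °C, then compound for 1 h at 37 °C. Luminescence was read after 15 min at room temperature.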
Akt phos inh – inhibitors of Akt phosphorylation | AID 651550 | activity change, % for hits at 50 µM | hit rate 0.32% among 360,000 | Neuro2A IGF-stimulated pAkt S473 HTRF, 20 min; stronger effect = lower value; in the data active = activity change below about -80%; inconclusive = mostly about -51% to -80%; note: % is set by controls: 0 for no effect and ±100 for the full control effect
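Neuro2A cells in DMEM with 0.5% FBS, overnight at 37 deg C, given compound at single 50 µM final, then IGF (6 nM final) for 20 min at 37 deg C. Lysed; phospho-Akt Ser473 by HTRF after 24 h, 665/615 ratio.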
TDP43 rescue – rescues yeast growth from TDP-43 toxicity. TDP-43 expressing yeast growth rescue, BacTiter-Glo, 24 h. Potency, µM (series often up to 46.1 µM), inactives show at the top dose growth rescue (activation), most hits filed as activators. hit rate 1.8% among 410,000. AID 652104; note: potency is the fitted concentration of half-maximal effect; % of control where 0% means no effect; nearly all actives have a fitted effect of over 50% in size
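Growth rescue of TDP-43-toxic yeast measured as ATP luminescence (BacTiter-Glo). Cells grown to mid-log in raffinose, induced in galactose at OD600=0.02, exposed to compound 24 hr at 30 deg C.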
FUS yeast rescue – suppressors of FUS proteinopathy in yeast; S. cerevisiae FUS-expressing, growth rescue, OD600, 24 h; Potency, µM (series often up to 76.6 µM), for inactives: at the highest dose growth rescue (activation), most hits filed as activators; hit rate 0.24% among 390,000; AID 1347120;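 note: potency is the fitted concentration of half-maximal effect; plate controls were DMSO vehicle for no effect and reference control for full effect; nearly all actives have a fitted effect of over 55% in size; some results filed as inactive show a strong effect at the top dose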
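Restored growth of FUS-toxic S. cerevisiae, read as 600 nm absorbance after 24 h at 30C in galactose medium (starting OD 0.005). Controls CP55940 and DMSO.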
Abeta yeast res – compounds reversing amyloid beta toxicity in yeast. yeast expressing A-beta42, growth rescue, OD600, 48 h; response scale: 0% DMSO, 100% iron-clioquinol control. Potency, µM (doses to about 46.1 µM), for the others: top-dose growth rescue, usual class: activators. hit rate 0.063% among 410,000; note: potency is the fitted concentration of half-maximal effect; nearly all actives have a fitted effect of over 55% in size
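Growth rescue measured by 600 nm absorbance after 48 h yeast culture at 30 C with compound. Values normalized between DMSO and an equimolar ferric chloride plus clioquinol control.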
GLP-1R inv ag – GLP-1 receptor (human) inverse agonism; P43220; HEK293 GLP-1R CRE-luciferase, luminescence, 24 h; GLP-1R form is constitutively active; Potency, µM (titrated, usually from 38.3 µM), inactives show at the highest dose activity change, negative = inhibition, usual class: inhibitors; hit rate 1.6% among 410,000; AID 624417; note: potency is the fitted concentration of half-maximal effect; % is set by controls: 0 for no effect and ±100 for the full control effect; nearly all actives have a fitted effect of over 55% in size
Target sequence (P43220 whole entry, looked up): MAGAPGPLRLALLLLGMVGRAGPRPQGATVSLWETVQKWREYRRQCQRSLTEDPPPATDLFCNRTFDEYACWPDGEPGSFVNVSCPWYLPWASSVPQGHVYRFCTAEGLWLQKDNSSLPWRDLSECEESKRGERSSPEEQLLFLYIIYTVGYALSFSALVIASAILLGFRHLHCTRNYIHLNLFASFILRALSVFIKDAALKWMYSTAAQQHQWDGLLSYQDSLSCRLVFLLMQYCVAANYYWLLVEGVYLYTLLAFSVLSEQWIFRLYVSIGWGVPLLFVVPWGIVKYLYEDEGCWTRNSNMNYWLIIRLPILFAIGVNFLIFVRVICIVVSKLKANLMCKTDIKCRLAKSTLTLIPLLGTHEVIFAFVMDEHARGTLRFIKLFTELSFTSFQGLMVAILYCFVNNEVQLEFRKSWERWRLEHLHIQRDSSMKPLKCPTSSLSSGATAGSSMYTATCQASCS
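GLP-1R inverse agonism mode: basal reporter luminescence in engineered HEK293 cells measured after one day of compound exposure at 37 deg C, with a 12 min room-temperature detection step.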
GLP1R cytotox – cytotoxicity in counter-screen for GLP-1R inverse agonists | HEK293 cAMP-luciferase reporter cells, luminescence, 24 h | Potency, µM (titrated, usually from 38.3 µM), inactives show at the highest dose activity change, negative = inhibition, most hits filed as inhibitors | hit rate 0.13% among 410,000 | AID 624418;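 note: loss of luciferase light is scored as toxicity; potency is the fitted concentration of half-maximal effect; % is set by controls: 0 for no effect and ±100 for the full control effect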
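A 23 nL compound transfer followed 12 hours of cell culture at 37 deg C; exposure then lasted 24 hr. Luciferase assay detection reagent was dispensed and plates read for luminescence after a 12 min room-temperature wait.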
Active calls of the source: *; i = inactive; ? = inconclusive; nt = not tested or not shown; [ ] = dose if it differs, or a comment. Unless noted, calls come from the whole dose curve; as a rule, active = well fitted curve in the direction sought with a large enough effect; inconclusive = small, poorly fitted or top-dose-only effect, or another doubt; inactive = no such curve, though single readings can be large; an effect the other way counts as inactive or inconclusive. This is a subset; the hit share may differ from the screen's.

The line under a structure holds: MmCpn inh, aSyn yeast inh, PTHR1 agonist, Akt phos inh, TDP43 rescue, FUS yeast rescue, Abeta yeast res, GLP-1R inv ag, GLP1R cytotox
> COc1cc(OC)cc(C(=O)NCCCCc2ccccc2)c1
→ nt, 1%, i, i, ?, 20%, ?, ?, -4%
> CCOc1ccc(NC(=O)C(=O)NCCc2csc(-c3ccc(C(F)(F)F)cc3)n2)cc1
→ nt, nt, i, nt, 18%, -13%, 5%, 12%, 1%
> Cc1ccc(CNC(=O)c2oc3c(c2C)-c2nn(Cc4ccc(Cl)cc4)cc2CC3)cc1
→ nt, nt, -25%, nt, 20%, ?, 7%, -4%, 1%
> Clc1ccc(OCCSc2ncccn2)cc1
→ 1%, 1%, -14%, i, 27%, 0%, -4%, ?, 7%
> COc1cccc(NC(=O)c2ccccc2Oc2ccccc2)c1
→ 1%, 1%, -21%, i, 19%, ?, -12%, ?, 0%
> Cc1cc(C(=O)N/N=C/c2ccc(Cl)c([N+](=O)[O-])c2)c(C)n1-c1ccc(F)cc1
→ -1%, 7%, -2%, i, 19%, nt, 27%, -22%, ?
> O=C(Oc1cccc2c(O)cccc12)c1ccco1
→ nt, -3%, i, i, 2%, 21%, -11%, 12%, -23%
> COc1ccc(Nc2nnc(-c3cc4c(ccc5ccccc54)oc3=O)s2)cc1
→ nt, nt, i, nt, 30%, -26%, -1%, 13%, 4%
> O=C(CNC(=O)[C@@H]1Cc2ccccc2CN1)Nc1ccc2c(c1)OCCO2
→ 0%, -6%, -3%, i, -3%, 4%, -3%, ?, -10%
> COc1ccc(OC)c(NC(=O)Nc2nc(CN(C)C)cs2)c1
→ nt, 1%, i, i, 28%, -11%, -1%, -11%, 3%
> N#CC1(NC(=O)CSc2nc3ncc(Cl)cc3[nH]2)CCCCC1
→ -4%, 1%, 0%, i, 2%, nt, 4%, -6%, -15%
> O=C(Nc1c(F)cccc1F)C(c1ccccc1)c1ccccc1
→ nt, 0%, i, i, -6%, 3%, -9%, -17%, 14%
> O=S(=O)(c1cccs1)n1cccn1
→ 1%, -1%, 0%[57.5 µM], i, 14%, 9%, 6%, 7%, -16%
> O=C(CNc1ccc(F)cc1)N/N=C/C1CC=CCC1 (stereo not drawn)
→ -2%, 0%, i, i, -10%, 3%, 6%, 4%, 4%
> Cc1nnc(N(C)C(=O)c2ccncc2)s1
→ 2%, 7%, -10%, i, 10%, -35%, -3%, 9%, 0%
> CCCCN(CC)CCCNC(=O)c1ccc(CS(=O)(=O)c2c(Cl)cccc2Cl)o1
→ 0%, 1%, -67%[inhibitor], i, -15%, 12%, 2%, ?, -32%
> CC1CCc2cc(F)ccc2N1C(=O)CCC(=O)O (stereo not drawn)
→ 1%, 4%, -16%[57.5 µM], i, -1%, -10%, 3%, 11%, -7%
> Cc1nc(-c2ccc(Cl)cc2)sc1C1(C)CC(c2ccc(F)cc2)=NO1 (stereo not drawn)
→ -10%, 12%, -11%, i, 5%, -6%, -5%, -14%, 8%
> COc1cc(CN2CCNC(=O)C2CC(=O)NC2CCCC2)cc(OC)c1 (stereo not drawn)
→ -2%, 0%, i, i, 9%, nt, 0%, -52%, 3%
> O=S1(=O)CC(N2CCCC2)CN1C1CCCC1 (stereo not drawn)
→ nt, -1%, i, i, 14%, -7%, -2%, 0%, 0%
> CCNC(=O)COc1cc(C)c(Cl)c(C)c1
→ 2%, -4%, i, i, 7%, 0%, 8%, -4%, -4%
> CN(C)c1ccc(/C=C/C(=O)c2ccc(C(C)(C)C)cc2)cc1[N+](=O)[O-]
→ 2%, 9%, -24%, i, -17%, nt, -6%, ?, -11%
> CN(CCOC(=O)C1c2ccccc2Oc2ccccc21)C(C)(C)C
→ 0%, 3%, i, i, 25%, -3%, 6%, 18%, -1%
> CC(C)Oc1ccc(S(=O)(=O)N2CCOCC2)cc1NC(=O)c1ccc(Cl)c(S(=O)(=O)N2CCOCC2)c1
→ nt, -7%, -5%, i, -1%, 24%, -4%, 35%[activator], 8%
> CCCn1c(C)cc(/C=C(\C#N)C(=O)OCC(=O)N(C)c2c(N)n(Cc3ccccc3)c(=O)[nH]c2=O)c1C
→ 3%, -4%, -13%, i, 9%, 25µM*, -11%, 14%, -6%
> O=C(CN(Cc1ccccc1Cl)C(=O)c1csnn1)NCCc1ccccc1
→ -1%, 0%, i, i, 6%, 13%, 0%, 10%, 9%
> O=C(c1c[nH]c(C(=O)C(Cl)(Cl)Cl)c1)c1c(F)cccc1F
→ 2%, -13%, i, i, -93%[inhibitor], 6%, -26%, 44%[activator], -13%
> NC(=O)c1ccc(NC(=O)CSC(=O)c2ccccc2)cc1
→ -1%, -3%, ?, i, -7%, 0%, -2%, 0%, -4%
> COc1ccc(NS(=O)(=O)c2cc(C(=O)N3CCN(C/C=C/c4ccccc4)CC3)ccc2C)cc1
→ -2%, -6%, -34%[inhibitor], i, -10%, nt, 4%, ?, ?
> COc1ccc(NS(=O)(=O)c2cc(NC(=O)c3cccs3)ccc2N2CCCC2)cc1
→ -18%, 0%, i, i, -23%, 20%, 12%, ?, ?
> Cc1cccc(C)c1N1CCN(C(c2ccnc3ccccc23)c2nnnn2-c2ccc3c(c2)OCCO3)CC1 (stereo not drawn)
→ nt, 15%, -1%, i, 37%, ?, -33%[inhibitor], ?, 9%
> CCOc1ccc2c(c1)c(=O)c(S(=O)(=O)c1ccc(F)cc1)cn2CC(=O)Nc1ccccc1C
→ nt, nt, -2%, nt, 18%, -13%, 1%, 10%, -3%
> Cc1ccc(F)c(NC(=O)CCc2ccccc2)c1
→ -1%, -12%, i, i, -5%, -5%, 15%, ?, -16%
> COc1ccc(N2CC(C(=O)NCc3n[nH]c(=O)c4ccccc34)CC2=O)cc1 (stereo not drawn)
→ 1%, -1%, -14%, i, -4%, 14%, -7%, 20%, 4%
> Nc1[nH]c(C(=O)c2ccccc2)c(-c2ccc(Cl)cc2)c1C(=O)NCc1ccco1
→ nt, 14%, ?, i, -3%, -7%, -23%, -1%, -2%
> CC(C)(C)NC(=O)NC(=O)CN1CCC(Cc2ccccc2)CC1
→ 0%, -7%, -1%, i, 2%, 0%, -7%, ?, -8%
> CC(C)(C)SCCSC1=CC(=O)CC(c2ccccc2)C1 (stereo not drawn)
→ 1%, -6%, i, i, ?, 33%, 4%, ?, 14%
> CC(NC(=O)CCl)c1ccc(Cl)c(Cl)c1 (stereo not drawn)
→ 1%, 0%, i, i, -7%, nt, -4%, 0%, ?
> CCOC(=O)c1ccc2nc(C)c(CCC(C)=O)c(Cl)c2c1
→ -5%, 10%, -6%[57.5 µM], i, 11%, 35%, -27%, 21%, -2%
> CC(NC(=O)c1ccc(OC2CCN(Cc3ccccn3)CC2)cc1)c1ccccc1 (stereo not drawn)
→ -2%[15.4 µM], 0%, -4%, i, -15%[9.22 µM], 14%, -6%, ?, 1%
> CCCc1cc(=O)[nH]c(SCC(=O)c2c(N)n(C3CC3)c(=O)[nH]c2=O)n1
→ -1%, 0%, -21%, i, ?, -11%, 11%, 5%, -4%
> Cc1cccc(OCC(=O)NNC(=O)C2CCCCC2C(=O)O)c1 (stereo not drawn)
→ 1%, 0%, i, i, 21%, -9%, -2%, 5%, -2%
> Cc1cc(C)c(NC(=O)CNC(=O)COC(=O)C2=COCCO2)c(C)c1
→ 4%, 3%, 9%, i, -22%, 6%, 8%, -13%, -3%
> O=C(Cn1cnc2scc(-c3ccccc3)c2c1=O)N1CCOCC1
→ nt, 1%, i, i, -14%, 5%, 9%, 0%, -2%
> CCSC1(SCC)N=C(N)C2(C#N)C(c3ccccc3)NC(C)=C(C)C12C#N (stereo not drawn)
→ -1%, -20%, -12%[57.5 µM], nt, -11%, -8%, 2%, 3%, 0%
> CCc1ccccc1NC(=O)Cn1c(=O)nc(-c2ccccc2)c2ccccc21
→ nt, nt, ?, nt, 19%, -4%, -4%, 2%, 3%
> CCn1c(SCC(=O)NCC2CCCO2)nnc1-c1ccc(Cl)cc1 (stereo not drawn)
→ -8%, -7%, 18%, i, -9%, 7%, -7%, 14%, 2%
> COc1cccc(C(=O)O/N=C(\N)CS(=O)(=O)c2ccccc2)c1
→ -3%, 2%, i, i, 13%, 8%, -3%, 6%, 13%

Part of the list above, reduced to GLP-1R inv ag.
mol | GLP-1R inv ag
CC(NC(=O)CCl)c1ccc(Cl)c(Cl)c1 (stereo not drawn) | 0%
CCOC(=O)c1ccc2nc(C)c(CCC(C)=O)c(Cl)c2c1 | 21%
CC(NC(=O)c1ccc(OC2CCN(Cc3ccccn3)CC2)cc1)c1ccccc1 (stereo not drawn) | ?
CCCc1cc(=O)[nH]c(SCC(=O)c2c(N)n(C3CC3)c(=O)[nH]c2=O)n1 | 5%

Three consecutive entries already listed:
The line under a structure holds: MmCpn inh, aSyn yeast inh, PTHR1 agonist, Akt phos inh, TDP43 rescue, FUS yeast rescue, Abeta yeast res, GLP-1R inv ag, GLP1R cytotox
> CCc1ccccc1NC(=O)Cn1c(=O)nc(-c2ccccc2)c2ccccc21
→ nt, nt, ?, nt, 19%, -4%, -4%, 2%, 3%
> CCn1c(SCC(=O)NCC2CCCO2)nnc1-c1ccc(Cl)cc1 (stereo not drawn)
→ -8%, -7%, 18%, i, -9%, 7%, -7%, 14%, 2%
> COc1cccc(C(=O)O/N=C(\N)CS(=O)(=O)c2ccccc2)c1
→ -3%, 2%, i, i, 13%, 8%, -3%, 6%, 13%
